# Screens as filed in PubChem BioAssay.
# RNase H inhibition: RNase H inhibition, HIV 1 Gag Pol polyprotein, FRET biochemical assay, screening (AID 372) | actives 0.77% (n = 100,000) | HIV-1 RT RNase H, FRET RNA/DNA substrate fluorescence; higher % means a stronger effect | inhibition, % at 10 µM; hits with a dose series show IC50 in µM; in the data active means inhibition above about 50%
# The depositor's hits bear a star. Some of the compounds tested (hit frequency here may not be typical).
SMILES,RNase H inhibition
Clc1ccc(-c2nnc3ccc(N4CCN(c5ccccc5)CC4)nn23)cc1,17.0%
O=C(NNC(=O)c1ccncc1)Nc1cccc(Cl)c1,16.0%
Cc1ccc[n+](CC(=O)c2ccc(Br)cc2)c1,3.0%
O=C(O)CCC(=O)Nc1ccc2c(c1)oc1ccccc12,0.0%
CCOC(=O)C1=C(C(=O)OCC)SC2(S1)C(C(=O)OCC)=C(C(=O)OCC)SC1=C2c2ccccc2N(C)C1(C)C,19.0%
COc1ccc(OC)c(/C=C2\SC(=S)N(CCC(=O)O)C2=O)c1,7.0%
COc1cccc(N2C(=O)C(=O)/C(=C(\O)c3ccccc3)C2c2ccc(F)cc2)c1 (stereo not given),8.0%
COc1cc(SC)ccc1C(=O)n1nnc2ccccc21,2.0%
CCCOC(=O)C1=C(C)NC2=C(C(=O)CCC2)C1c1cccc(O)c1 (stereo not given),2.0%
CCCC(=O)NC(NC(=S)Nc1ccc(OC)c([N+](=O)[O-])c1)C(Cl)(Cl)Cl (stereo not given),3.0%
Cc1cc(C)c2nc3s/c(=C\c4cc(C)c(C)cc4C)c(=O)n3c2c1,0.0%
O=C1c2ccccc2-c2onc3c(Br)cc(O)c1c23,0.0%
O=[N+]([O-])c1ccc2c(c1)Cc1cc(N=Cc3ccc(Br)cc3)ccc1-2,15.0%
Cc1ccc(NC(=O)/C(=C\c2ccccc2)NC(=O)c2cccc([N+](=O)[O-])c2)cc1,11.0%
O=C(Nc1ccccc1)c1cc2ccccc2c(C=Nc2cccc(F)c2)c1O,15.0%

# Part of the list above in order of count of non-hydrogen atoms, largest number first.
SMILES,RNase H inhibition
Cc1ccc(NC(=O)/C(=C\c2ccccc2)NC(=O)c2cccc([N+](=O)[O-])c2)cc1,11.0%
Clc1ccc(-c2nnc3ccc(N4CCN(c5ccccc5)CC4)nn23)cc1,17.0%
CCCC(=O)NC(NC(=S)Nc1ccc(OC)c([N+](=O)[O-])c1)C(Cl)(Cl)Cl (stereo not given),3.0%
O=[N+]([O-])c1ccc2c(c1)Cc1cc(N=Cc3ccc(Br)cc3)ccc1-2,15.0%
COc1ccc(OC)c(/C=C2\SC(=S)N(CCC(=O)O)C2=O)c1,7.0%
O=C(NNC(=O)c1ccncc1)Nc1cccc(Cl)c1,16.0%
O=C1c2ccccc2-c2onc3c(Br)cc(O)c1c23,0.0%

# New compounds follow
SMILES,RNase H inhibition
C=CCc1ccc(OCCCOc2ccc(C(=O)OC)cc2)c(OC)c1,3.0%
CC(=O)N1CCN(c2ccc(NC(=O)c3cccc4c(Br)cccc34)cc2)CC1,10.0%
COc1ccc(/C=N/N2C(=O)c3ccccc3C2=O)c2ccccc12,1.0%
COC(=O)c1ccc(C=Nc2cc(C)cc(C)c2O)cc1,17.0%
COC(=O)C1=C(C)N=c2s/c(=C\c3cn(-c4ccccc4)nc3-c3ccc(C)cc3)c(=O)n2C1c1ccccc1 (stereo not given),8.0%
COc1ccc(C2/C(=C(\O)c3ccc(C)cc3)C(=O)C(=O)N2c2ccc(O)cc2)cc1 (stereo not given),7.0%
Cc1cc(N2CCN(C(=O)c3cccc(F)c3F)CC2)c(F)cc1[N+](=O)[O-],0.0%
O=C(/C=C/c1cccc(Cl)c1)c1ccc2c(c1)OCCO2,15.0%
CC1(C)Cc2ccccc2C(NN=C2CCCCC2)=N1,6.0%
CC(C)(C)c1nnc(NC(=S)Nc2ccccc2)s1,20.0%
CCOC(=O)C1=C(C)N=c2s/c(=C\c3cc(Br)ccc3O)c(=O)n2C1c1ccc(SC)cc1 (stereo not given),34.0%
COc1ccc(C(=O)Oc2cccc3cccnc23)cc1Cl,2.0%
Cc1cc(C)nc(SCCCCSc2nc(C)cc(C)n2)n1,13.0%
CCOc1ccc(N2C(=O)C3C4C=CC(C5CC45)C3C2=O)cc1 (stereo not given),3.0%
O=C(c1ccccc1)c1ccc2c(c1)C(=O)N(c1ccc(O)cc1)C2=O,9.0%
CCOc1cccc(C2NC(=O)NC(C)=C2C(=O)OCC2CCCO2)c1 (stereo not given),10.0%
COc1cc(Br)cc(C=Nc2cc(C)on2)c1O,15.0%
CN1C(=O)/C(=C\c2ccccc2OCc2ccc(Cl)c(Cl)c2)SC1=S,14.0%
O=C1C2C3c4ccccc4C(c4ccccc43)C2C(=O)N1Cc1ccc(F)cc1 (stereo not given),0.0%
CN(C)c1cccc(C(=O)NCc2ccc(S(N)(=O)=O)cc2)c1,1.0%
COc1ccc(-c2csc(-c3cc4ccccc4oc3=O)n2)cc1,0.0%
O=C(NC12CC3CC(CC(C3)C1)C2)N1CCC(C(O)(c2ccccc2)c2ccccc2)CC1,5.0%
OC(CNc1ccc(Br)cc1)COc1ccc(OCC(O)CNc2ccc(Br)cc2)cc1 (stereo not given),8.0%
CCCOc1ccccc1C1C(C(=O)OCC(C)C)=C(C)NC2=C1C(=O)CC(c1ccccc1)C2 (stereo not given),11.0%
CCc1c(C)c(C#N)c2nc3ccccc3n2c1N1CCN(C)CC1,0.0%
Cc1cccc(NC(=O)/C(C#N)=C/c2ccc(-c3ccc(C(=O)O)c(Cl)c3)o2)c1,6.0%
O=C(NN=C1CCCC1)C(=O)Nc1ccc(Cl)cc1,17.0%
COc1ccc(C=C2C(=O)NC(=S)NC2=O)cc1OC(=O)c1ccc(C)cc1,9.0%
Cc1ccc2c(c1)c(-c1ccccc1)nc1nnnn12,3.0%
CN1C(=O)N(C)C2(c3ccccc3)N(C)C(=O)NC12c1ccccc1 (stereo not given),8.0%
CCOc1cc(OCC)cc(C(=O)Nc2cc(-c3nc4ccccc4s3)ccc2Cl)c1,3.0%
CC(C)N1C(C)CC(O)N1C(=O)CC#N (stereo not given),8.0%
O=C(CSc1nc2ccccc2s1)Nc1cc2c(cc1Br)OCCO2,20.0%
NC(=O)c1c(/N=C/c2ccc(O)c([N+](=O)[O-])c2)sc2c1CCCC2,13.0%
CNC(=O)C(=O)NCCc1ccccc1,14.0%
CCCC(=O)Nc1cccc(NC(=O)c2cc(Br)ccc2I)c1,0.0%
Cc1ccc(/C=C2\SC(=S)N(CCC(=O)Nc3cccc(Cl)c3Cl)C2=O)cc1,9.0%
CCN(CC)C(=O)c1cnn(-c2ccccc2)c1NC(=O)c1cccc(F)c1,0.0%
CC(=C/c1ccc(C(C)C)cc1)/C=N/NS(C)(=O)=O,0.0%
CCOc1ccc(NC(=O)c2ccc(CN3CCc4ccccc4C3)cc2)cc1,7.0%
Nc1nonc1/C(=N\OC(=O)Nc1ccccc1)N1CCOCC1,10.0%
COc1ccc([N+](=O)[O-])cc1NCc1c(F)cccc1F,31.0%
O=C(CN1CCOCC1)NCCNC(=O)c1ccccc1,22.0%
CCCOc1ccc(C(=O)NC(=S)Nc2cc3nn(-c4ccc(C)cc4)nc3cc2C)cc1,12.0%
O=C(CSc1cc(Cl)ccc1Cl)Nc1ccccc1[N+](=O)[O-],5.0%
O=C(Nc1ccc(F)cc1F)c1ccco1,0.0%
COc1ccc(S(=O)(=O)N(CC(=O)NCc2cccnc2)c2ccc(C)cc2)cc1OC,3.0%
O=C(COc1ccccc1[N+](=O)[O-])Nc1ccc(OC(F)(F)F)cc1,1.0%
Cc1c(Cl)cccc1N(CC(=O)NCc1ccc(Cl)cc1)S(=O)(=O)c1ccccc1,15.0%
CN(Cc1ccccc1)C(=O)c1cc2ccccc2o1,0.0%
O=C(NCCN1CCN(S(=O)(=O)c2ccc([N+](=O)[O-])cc2)CC1)C(=O)Nc1ccccc1,13.0%
CC(/C=C/c1ccccc1)=N\NC(=O)Cc1ccccc1,10.0%
COc1ccc(/C=C2/SC(=S)NC2=O)cc1OCc1ccccc1,45.0%
Cc1cccc(NC(=O)c2ccccc2[N+](=O)[O-])n1,15.0%
Cc1ccc(-c2ccc(OCC(=O)N3CCOCC3)cc2)cc1,0.0%
COc1ccc(-n2nc3cc(C)c(NC(=S)NC(=O)c4oc5ccccc5c4C)cc3n2)cc1,3.0%
Cc1ccc(OC(=O)C(C)N2C(=O)c3ccccc3C2=O)cc1C (stereo not given),26.0%
COc1cccc(N2C(=O)/C(=C/c3ccc([N+](=O)[O-])s3)C(=O)NC2=S)c1,15.0%
CCOc1ccc(C(=S)N2CCOCC2)cc1,5.0%
CC(=O)NC(NC(C)=O)c1ccccc1,10.0%

# Continued, starting with the last 7 of the part before.
SMILES,RNase H inhibition
Cc1cccc(NC(=O)c2ccccc2[N+](=O)[O-])n1,15.0%
Cc1ccc(-c2ccc(OCC(=O)N3CCOCC3)cc2)cc1,0.0%
COc1ccc(-n2nc3cc(C)c(NC(=S)NC(=O)c4oc5ccccc5c4C)cc3n2)cc1,3.0%
Cc1ccc(OC(=O)C(C)N2C(=O)c3ccccc3C2=O)cc1C (stereo not given),26.0%
COc1cccc(N2C(=O)/C(=C/c3ccc([N+](=O)[O-])s3)C(=O)NC2=S)c1,15.0%
CCOc1ccc(C(=S)N2CCOCC2)cc1,5.0%
CC(=O)NC(NC(C)=O)c1ccccc1,10.0%
Cc1sc(C2C(C#N)=C(N)OC3=C2C(=O)CC(C)(C)C3)cc1[N+](=O)[O-] (stereo not given),3.0%
O=[N+]([O-])c1ccc2c(c1)C1C=CCC1C(c1ccccc1Cl)N2 (stereo not given),17.0%
O=C(Nc1ccc(S(=O)(=O)N2CCCC2)cc1)c1ccc([N+](=O)[O-])cc1,13.0%
COC(=O)c1cc(NC(=O)COc2c(C)cc(Cl)cc2Cl)cc(C(=O)OC)c1,15.0%
COc1ccccc1/C=N/NC(=O)C(=O)Nc1ccccc1OC,2.0%
COCCNC(=O)/C=C/c1ccc2c(c1)OCO2,3.0%
C(=C\c1nnc(-c2ccccc2)o1)/c1ccccc1,10.0%
CC1=CC(c2ccccc2)=Nc2ccc(C)cc2N1,2.0%
CCOc1cc(/C=C2/SC(=S)N(C)C2=O)ccc1OS(=O)(=O)c1ccc(C)cc1,5.0%
Cc1cc(N2C(=O)c3ccc(Br)cc3C2=O)no1,0.0%
COc1ccc(NC(=S)NC(=O)c2ccc(OC)c(OC)c2)cc1OC,10.0%
NC(=S)N/N=C1\CCCC\C1=C/c1ccco1,9.0%
Cc1cccc(OC(=O)NCCOC(=O)N(O)c2ccc(Cl)cc2)c1,6.0%
Cc1ccc2[nH]c(C)c(CN3CCCCC3)c(=O)c2c1,3.0%
O=C(CCN1CCCCC1)N/N=C/c1ccc(Br)cc1,6.0%
N#C/C(=C\c1ccco1)c1nc(-c2ccc(-c3ccccc3)cc2)cs1,0.0%
O=C(Nc1ccc2oc(-c3ccc(Cl)c(Cl)c3)nc2c1)c1ccccc1[N+](=O)[O-],29.0%
COc1ccc2oc(-c3ccccc3C)cc(=O)c2c1,14.0%
O=C(/C=C/c1ccccc1)NC(=S)Nc1ccccc1,23.0%
CCOC(=O)C1=C(C)N=c2s/c(=C\c3cc4c(cc3[N+](=O)[O-])OCO4)c(=O)n2C1c1ccc(SC)cc1 (stereo not given),10.0%
O=C(NCCc1ccc(F)cc1)C(=O)NCC1CCCO1 (stereo not given),6.0%
C/C(=N\N=C1\NC(=O)C(CC(=O)Nc2ccc([N+](=O)[O-])cc2)S1)c1ccc(F)cc1 (stereo not given),0.0%
COc1cccc(CN2CCN(Cc3cc(OC)ccc3OC)CC2)c1,5.0%
CCOc1cc(/C=C2/C(=O)NC(=O)N(C)C2=O)ccc1OCc1ccc(F)cc1,0.0%
O=C(CCN1C(=O)S/C(=C\c2ccccc2)C1=O)N1CCCCC1,7.0%
Cc1ccc(C)c(S(=O)(=O)Nc2ccc(Cl)cc2)c1,0.0%
O=C(CCN1C(=O)/C(=C/c2ccc3c(c2)OCO3)SC1=S)NC12CC3CC(CC(C3)C1)C2,16.0%
Nc1ccc2c(c1)C1C=CCC1C(c1ccc([N+](=O)[O-])cc1)N2 (stereo not given),27.0%
CN(Cc1ccccc1)Cn1[nH]c(=O)ccc1=O,2.0%
Cc1cc(=O)[nH]c(SCC(=O)Nc2ccc(Cl)cc2)n1,0.0%
COC12CCCCC1OC1(OC)CCCCC1O2 (stereo not given),10.0%
CCOC(=O)C1=C(c2ccccc2)N=C2SCC(=O)N2C1c1cccc(OC)c1OC (stereo not given),27.0%
COc1ccc(CC(=O)Nc2ccc(Br)c(C)c2)cc1,10.0%
C/C(=N\N=C1\NC(=O)C(CC(=O)NCc2ccccc2)S1)C(C)C (stereo not given),0.0%
CCCOC(=O)C1=C(C)NC2=C(C(=O)CC(c3ccc(Cl)cc3)C2)C1c1ccc(Cl)cc1 (stereo not given),19.0%
O=C(COc1ccc(Cl)cc1)NCc1ccccc1,2.0%
CC1CCc2cc(F)ccc2N1C(=O)Nc1ccc(F)cc1 (stereo not given),3.0%
Cc1ccc(/C(O)=C/c2nc3ccccc3[nH]c2=O)c(C)c1,13.0%
COc1cccc(OCCCOc2c(C)cc(Br)cc2C)c1,9.0%
COc1ccc(-c2nc3sc4c(c3c(=O)[nH]2)CCCC4)cc1C,0.0%
CC(=O)NS(=O)(=O)c1ccc(NC(=O)c2ccc3c(c2)OCO3)cc1,7.0%
COc1ccc(/C=C2\SC(=S)N(c3ccc([N+](=O)[O-])cc3)C2=O)cc1O,0.0%
COc1ccc(C(=O)Oc2c(Br)cc(C=C3C(=O)NC(=O)NC3=O)cc2OC)cc1,45.0%
CC1(C)CC(=O)C2=C(C1)c1c(ccc3ccccc13)NC2c1ccccc1 (stereo not given),17.0%
O=C1C(=O)N(c2ccccn2)C(c2cccc(Cl)c2)/C1=C(\O)c1ccc(Cl)cc1 (stereo not given),0.0%
COc1ccc(Br)cc1C(=O)Nc1ccc2oc(-c3ccccc3C)nc2c1,17.0%
Cc1cc(Cl)ccc1OCC(=O)Nc1sc(C)c(C)c1C(N)=O,10.7µM*
O=S(=O)(c1ccc(NC(=S)Nc2ccccc2)cc1)N1CCCCC1,11.0%
Cc1cccc(NC(=O)c2ccc(Cl)cc2)c1,0.0%
O=C(N/N=C/c1ccc2c(c1)OCO2)/C(=C/c1ccccc1)NC(=O)c1ccccc1,11.0%
C(=N\c1ncn[nH]1)/c1c2ccccc2cc2ccccc12,28.0%
CC1CCN(C(=O)c2ccc(N3C(=O)c4ccccc4C3=O)cc2)CC1,12.0%
CCC(Oc1ccccc1)C(=O)NCc1ccccc1 (stereo not given),4.0%
Cc1oc2ccccc2c1/C=N/n1cnc2sc3c(c2c1=O)CCCC3,12.0%
C1=C=CC(OCCOc2ccc(/C=N/n3cnnc3)cc2)=CC=1,7.0%
CCOC(=O)C1=C(c2ccccc2)NC(=S)NC1c1cc(C(C)C)c(OC)cc1C (stereo not given),0.0%
